BLM inh – qHTS Assay for Inhibitors of Bloom's syndrome helicase (BLM); RecQ-like DNA helicase BLM (Homo sapiens), P54132; recombinant BLM DNA unwinding, fluorescence dequenching; Potency, µM (doses to about 56.1 µM), for inactives: at the highest dose activity change, negative = inhibition, most hits filed as inhibitors; 350,000 tested, 0.2% active; AID 2528, 2010;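 further: potency means the concentration at half of the fitted maximal effect; plate controls were vehicle for no effect and no enzyme for full effect; nearly all actives have a fitted effect of over 35% in size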
POLK inh – qHTS for Inhibitors of Polymerase Kappa. 400,000 tested, 0.53% active. DNA polymerase kappa (Homo sapiens), Q9UBT6. Potency, µM (top dose mostly 107 µM), inactives show at the highest dose activity, negative = inhibition, usual class: inhibitors. purified Pol kappa, fluorescent DNA synthesis assay, 10 min; further: potency means the concentration at half of the fitted maximal effect; on the % scale 0 is the no-effect control and ±100 the full control effect
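Enzyme at 10 nM met test compounds for 15 min at room temperature. Substrate addition (50 nM final) began the reaction, which was monitored by fluorescence at 0 and 10 min.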
Pol iota inh – qHTS for Inhibitors of Polymerase Iota; DNA polymerase iota (Homo sapiens), Q9UNA4; Pol iota fluorescent replication assay, 10 min; AID 588590, 2011; 390,000 tested, 1% active; Potency, µM (titrated, usually from 115 µM), without a hit: at the highest dose activity, negative = inhibition, actives largely listed as inhibitors; further: potency means the concentration at half of the fitted maximal effect
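Fluorescent replication assay read twice, at 0 min and 10 min after adding 50 nM (final) substrate. Enzyme (10 nM) and compounds were first incubated 15 min at room temperature; enzyme-free buffer wells were negative controls.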
PGK inhibitor – qHTS Assay to Find Inhibitors of Phosphoglycerate Kinase; Phosphoglycerate kinase, glycosomal (Trypanosoma brucei brucei), P07378; Potency, µM (highest dose often 57.5 µM), inactives show at the highest dose activity change, negative = inhibition, most hits filed as inhibitors; PGK/GAPDH coupled, Kinase-Glo luminescence, 60 min; AID 602233, 2012; 380,000 tested, 0.043% active; further: potency means the concentration at half of the fitted maximal effect; on the % scale 0 is the no-effect control and ±100 the full control effect; nearly all actives have a fitted effect of over 60% in size
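Luminescent ATP detection (Kinase-Glo Plus) follows a 60-minute room-temperature incubation, with wells lacking PGK as controls. Buffer: 100 mM TEA (pH 7.6), 5 mM MgCl2, 0.01% Tween-20. Coupling enzyme GAPDH (100 nM final) supplies unstable 1,3-BPG in-well.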
Anesthetic bind – qHTS Assay for Identification of Novel General Anesthetics | Potency, µM (doses to about 77.5 µM), for inactives: at the highest dose activity change, negative = displacement, usual class: inhibitors | apoferritin/1-aminoanthracene competitive binding, fluorescence | 350,000 tested, 0.074% active | Ferritin light chain (Equus caballus), P02791; further: potency means the concentration at half of the fitted maximal effect; on the % scale 0 is the no-effect control and ±100 the full control effect; nearly all actives have a fitted effect of over 20% in size
Target sequence (P02791 2-175 limits assumed): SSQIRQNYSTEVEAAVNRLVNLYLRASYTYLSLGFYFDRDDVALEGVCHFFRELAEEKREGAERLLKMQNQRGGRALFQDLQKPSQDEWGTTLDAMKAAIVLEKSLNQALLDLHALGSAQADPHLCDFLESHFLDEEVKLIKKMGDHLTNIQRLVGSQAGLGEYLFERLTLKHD
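Probe: 1-aminoanthracene (50% saturated, PBS). Protein: horse-spleen apoferritin, 10 uM. Incubation: 10 min, room temperature. Detection: 380 nm excitation, 535 nm emission. Analysis: normalized response, four-parameter Hill.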
POLH inh – qHTS for Inhibitors of Polymerase Eta; DNA polymerase eta (Homo sapiens), Q9Y253; recombinant Pol eta, fluorescent DNA replication assay; Potency, µM (series often up to 114 µM), for inactives: top-dose activity change, negative = inhibition, usual class: inhibitors; 390,000 tested, 1.2% active; further: potency means the concentration at half of the fitted maximal effect; on the % scale 0 is the no-effect control and ±100 the full control effect
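Pol eta at 10 nM preincubated with compounds 15 min at room temperature; reaction started with fluorescent substrate (50 nM final) and read kinetically at 0 and 10 min.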
RXFP1 antag – qHTS Assay for Antagonists of the Relaxin Receptor RXFP1 | activity change, negative = inhibition, % at 57.5 µM | Relaxin receptor 1 (Homo sapiens), Q9HBX9 | HEK293-RXFP1, relaxin-stimulated cAMP HTRF, 30 min; stronger effect = lower value | 350,000 tested, 0.59% active;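 active means activity change of -60% or lower, but not beyond a set lower limit; inconclusive means change between -60% and -40%, or beyond the set limit; inactive means change above -40%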; further: on the % scale 0 is the no-effect control and ±100 the full control effect
Target sequence (Q9HBX9 whole entry, looked up): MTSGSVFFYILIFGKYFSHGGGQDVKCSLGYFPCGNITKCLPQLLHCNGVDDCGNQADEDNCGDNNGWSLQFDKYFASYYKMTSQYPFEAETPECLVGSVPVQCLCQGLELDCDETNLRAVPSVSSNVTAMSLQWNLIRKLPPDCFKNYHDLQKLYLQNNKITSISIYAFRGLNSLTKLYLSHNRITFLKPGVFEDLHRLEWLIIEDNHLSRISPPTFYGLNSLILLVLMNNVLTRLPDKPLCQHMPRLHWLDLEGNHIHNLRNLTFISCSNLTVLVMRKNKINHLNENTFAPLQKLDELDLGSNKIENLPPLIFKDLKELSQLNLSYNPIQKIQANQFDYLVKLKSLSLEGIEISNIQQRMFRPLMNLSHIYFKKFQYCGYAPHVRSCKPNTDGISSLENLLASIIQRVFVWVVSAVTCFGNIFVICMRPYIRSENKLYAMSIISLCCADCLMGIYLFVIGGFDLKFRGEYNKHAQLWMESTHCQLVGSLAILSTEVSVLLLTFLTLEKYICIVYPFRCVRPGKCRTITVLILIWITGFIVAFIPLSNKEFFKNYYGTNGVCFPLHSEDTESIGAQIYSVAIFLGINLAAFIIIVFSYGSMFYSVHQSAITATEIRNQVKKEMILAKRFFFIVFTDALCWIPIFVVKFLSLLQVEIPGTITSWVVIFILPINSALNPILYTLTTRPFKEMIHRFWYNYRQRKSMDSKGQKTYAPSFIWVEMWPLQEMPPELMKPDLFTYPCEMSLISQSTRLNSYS
APEX1 inh – qHTS Assay for Inhibitors of the Human Apurinic/apyrimidinic Endonuclease 1 (APE1). DNA repair nuclease/redox regulator APEX1 (Homo sapiens), P27695. recombinant APE1, TAMRA/BHQ-2 abasic DNA cleavage fluorescence. Potency, µM (series often up to 65.8 µM), without a hit: at the top dose activity change, negative = inhibition, actives largely listed as inhibitors. 350,000 tested, 0.35% active;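 further: potency means the concentration at half of the fitted maximal effect; plate controls were vehicle for no effect and reference inhibitor for full effect; nearly all actives have a fitted effect of over 55% in size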
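Compound pre-exposure to 0.75 nM APE1, 15 min at ambient temperature. Reaction initiated with 50 nM TAMRA/BHQ-2 THF substrate, read immediately in kinetic mode, 525 nm excitation, 598 nm emission.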
Pol beta inh – qHTS Assay for Inhibitors of DNA Polymerase Beta; Pol beta primer extension/strand displacement, fluorescence kinetic; 340,000 tested, 1.3% active; Potency, µM (series often up to 114 µM), inactives show at the highest dose activity change, negative = inhibition, hits mostly inhibitors; P06746; further: potency means the concentration at half of the fitted maximal effect; on the % scale 0 is the no-effect control and ±100 the full control effect
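Curves were derived by four-parameter Hill fits of normalized qHTS data. The kinetic fluorescent primer-extension read was taken at 0 and 10 min after 50 nM substrate, following a 15 min room-temperature preincubation of 10 nM enzyme with compounds.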
Active calls of the source: *; i = inactive; ? = inconclusive; · = not tested or not shown; & = joins results of further samples; [ ] = dose if it differs, or a comment. Unless noted, the call rests on the fitted dose curve; in most records, active means well fitted curve in the direction sought with a large enough effect; inconclusive means small, poorly fitted or top-dose-only effect, or another doubt; inactive means no such curve, though single readings can be large; an effect the other way counts as inactive or inconclusive.

The first 2 records, ahead of the listing:
SMILES	BLM inh	POLK inh	Pol iota inh	PGK inhibitor	Anesthetic bind	POLH inh	RXFP1 antag	APEX1 inh	Pol beta inh
CCC(=O)N1CCc2cc(Br)cc(S(=O)(=O)NCc3cccc(OC)c3)c21	2.1%	-5.6%	-18.4%	8.6%	-6.8%	-21.0%	·	·	0.9%
COC(=O)C1=C(C)NC(=O)NC1c1cn(-c2ccccc2)nc1-c1ccc(OC)c(Cl)c1 (stereo not drawn)	-3.7%	-12.0%[60.1 µM]	?	-4.2%	-11.9%	-10.7%	2.0	·	-29.4%

Results, previewed entries included:
SMILES	BLM inh	POLK inh	Pol iota inh	PGK inhibitor	Anesthetic bind	POLH inh	RXFP1 antag	APEX1 inh	Pol beta inh
CCC(=O)N1CCc2cc(Br)cc(S(=O)(=O)NCc3cccc(OC)c3)c21	2.1%	-5.6%	-18.4%	8.6%	-6.8%	-21.0%	·	·	0.9%
COC(=O)C1=C(C)NC(=O)NC1c1cn(-c2ccccc2)nc1-c1ccc(OC)c(Cl)c1 (stereo not drawn)	-3.7%	-12.0%[60.1 µM]	?	-4.2%	-11.9%	-10.7%	2.0	·	-29.4%
CN(C)C(=O)CSc1nnc(CCN)o1	-4.3%	9.8%	-4.1%	-3.7%	-6.7%	-9.6%	-9.4	14.3%	33.5%
Cc1nc(N)sc1C(=O)N1N=N1	-3.9%	-11.0%	22.9%	-3.2%	5.1%	1.8%	8.8	8.4%	6.1%
O=C1C2CCCCN2C(=O)N1CCCN1CCN(c2cccc(C(F)(F)F)c2)CC1 (stereo not drawn)	·	12.6%	1.9%	-0.3%	·	-15.4%	7.4	·	·
COc1cc(CN2CCC(C(=O)N3CCCC(C)C3)CC2)cc(OC)c1O (stereo not drawn)	1.0%	2.4%	27.4%	-2.4%[11.5 µM]	-8.2%	3.5%	-2.2	11.8%	24.7%
O=C(/C=C/Nc1ccc([N+](=O)[O-])cc1)c1ccc(Br)cc1	0.7%	-8.2%	8.9%	-3.4%	-2.0%	-13.7%	-2.2	1.9%	13.5%
C=CCn1cccc(C(=O)Nc2ccc(C)cc2)c1=O	-2.2%	13.3%	-20.3%	i	-2.8%	-6.3%	-5.2	-8.6%	17.5%
COc1ccc(-c2nnc(SCC(=O)N(Cc3ccccc3)C(C)(C)C)o2)cc1OC	-8.0%	-3.0%	28.5%	-5.7%	-11.5%	-11.3%	-8.7	2.9%	12.2%
COc1ccc(S(=O)(=O)N2CCC(C(=O)NCc3cccs3)CC2)cc1	-4.6%	-1.7%	91.3%[activator]	-4.7%	-5.3%	-15.3%	-20.1	6.2%	25.5%
Cc1ccc(NC(=O)c2ccc(OCC3CCCO3)cc2)cc1 (stereo not drawn)	-0.1%	-11.5%	-8.9%	-5.0%	0.3%	-7.0%	·	6.1%	51.9%
Cc1ccc(NC(=O)Cn2c(=O)nc(-c3ccccc3)c3ccccc32)cc1	1.1%	-2.4%[60.1 µM]	-13.0%	-4.9%	-10.3%	-9.3%	-10.6	·	-4.2%
C=CCNC(=S)Nc1sc2c(c1C#N)CCCC2	-1.7%	2.5%	146.8%[activator]	1.7%	-20.4%	-7.8%	-6.4	-2.9%	0.8%
NS(=O)(=O)c1ccc(N=Nc2c(=O)[nH]n3c(=O)c4c([nH]c23)CCCC4)cc1	-3.9%	-24.4%	34.9%[activator]	-12.3%	?	-24.6%	-37.1	6.7%	2.0%
CC1=NN(Cc2c(C)nn(Cc3ccccc3)c2C)C(C)(C)C1	-4.7%	-11.4%	193.2%[activator]	-7.9%	-4.9%	-18.7%	-8.4	-2.4%	27.4%
O=C(N/N=C/c1ccc([N+](=O)[O-])cc1)c1cc(-c2ccc3c(c2)OCO3)n[nH]1	-2.0%	-0.5%	47.8%[activator]	-8.6%	4.8%	-17.2%	1.5	17.6%	1.6%
Nc1c(N(Cc2ccccc2)C(=O)COc2ccc(F)cc2Cl)c(=O)[nH]c(=O)n1Cc1ccccc1	·	11.0%	-9.9%	-10.6%	·	-10.1%	-0.6	-10.8%	·
Cc1ccc(-c2cn3c(n2)sc2cc(C(=O)NC(C)C45CC6CC(CC(C6)C4)C5)ccc23)cc1 (stereo not drawn)	0.5%	-10.7%	9.4%	-2.5%	-2.1%	-13.2%	-8.5	·	2.1%
c1ccc2c(c1)Nc1cc3ccccc3cc1S2	-8.8%	-15.8%	37.5%[activator]	-1.8%	4.9%	4.9%	-9.7	3.3%	1.1%
CCO[C@@H]1OC(C(=O)N2CCN(Cc3ccccc3)CC2)=C[C@H](c2ccc(Br)cc2)[C@H]1CCCO	-8.3%	-5.7%	20.6%	7.2%	-8.8%	-27.3%	·	17.4%	14.8%
Cc1csc(SCC(=O)NC(C)c2ccccc2)n1 (stereo not drawn)	-4.9%	-4.0%	13.3%	-8.5%	-7.8%	-8.0%	4.5	8.7%	26.6%
COc1cc(CNc2ccc(C)c(C)c2)cc(OC)c1OC	1.4%	0.0%	-11.1%	i	?	-12.4%	2.7	-10.7%	-0.3%
Cn1cc(CCNC(=O)CC2C(=O)NCCN2Cc2cccc(Oc3ccccc3)c2)cn1 (stereo not drawn)	-3.7%	10.4%	-11.4%	·	-18.0%	-8.5%	12.0	-2.4%	16.1%
COc1ccc(S(=O)(=O)N2CCCC2c2cccs2)cc1 (stereo not drawn)	-10.3%	-8.6%	12.7%	-2.1%	6.0%	22.6%	4.5	-8.3%	4.1%
COC(=O)c1c(NC(NC(C)=O)C(Cl)(Cl)Cl)sc2c1CCCC2 (stereo not drawn)	-7.6%	-18.8%	-19.0%	-5.9%	?	-17.1%	-74.5*	5.1%	-1.4%

The list continues.
SMILES	BLM inh	POLK inh	Pol iota inh	PGK inhibitor	Anesthetic bind	POLH inh	RXFP1 antag	APEX1 inh	Pol beta inh
O=C(Cn1ccc2ccccc2c1=O)NCCC(=O)N1CCN(c2ccccc2)CC1	-0.8%	-12.9%	72.6%[activator]	-3.0%	-1.9%	-12.5%	1.1	0.7%	10.7%
CN(CCc1ccc(Cl)c(Cl)c1)CCN1CCCC1	1.8%	5.5%&-3.4%[19.4 µM]	·	·	1.2%	·	·	-1.6%&-5.6%	·
CCN(CC)CC(=O)c1c[nH]c2ccccc12	0.2%	-2.2%	2.0%	11.2%	-12.5%	-6.7%	-23.2	4.7%	2.2%
O=C(CSc1ccc2nnc(CCNC(=O)c3ccccc3)n2n1)Nc1ccccc1	-1.4%	-21.2%	12.8%	0.7%	-16.6%	8.3%	-2.5	0.6%	9.9%
COC(=O)c1cccc(C(=O)N2CCCC(C(=O)c3ccccc3OC)C2)c1 (stereo not drawn)	-1.2%	-14.1%	11.4%	-7.9%	-11.2%	-25.3%	-4.6	-19.9%	3.1%
CCC1CN(C(=O)N2CCC(C(=O)NCc3ccccc3OC)CC2)c2cc(C)ccc2O1 (stereo not drawn)	-0.6%	6.9%	12.3%	-9.9%	-20.3%	-12.1%	-3.2	2.2%	19.0%
CCc1ccc2c(c1)C(=O)C(=O)N2CCS(=O)(=O)c1ccccc1	-5.8%	-7.5%	-5.0%	-4.5%	-11.4%	-8.4%	-22.9	11.3%	-1.4%
COCCn1c(SCC(=O)Nc2ccc(C)cc2C)nc2c(oc3ccccc32)c1=O	-4.2%	-6.2%	2.0%	-0.7%	1.0%	-4.6%	-0.9	?	-2.0%
CCc1nnc(NS(=O)(=O)c2ccc(NC(=S)NC(=O)/C=C/c3ccc([N+](=O)[O-])cc3)cc2)s1	1.2%	-0.3%	-17.0%	-8.0%	-4.7%	-4.8%	4.1	-2.7%	-2.0%
c1ccc2c(C3=NNC(=NC4CCCCC4)SC3)c[nH]c2c1	-2.3%	-1.3%[60.1 µM]	24.2%	-1.4%	-14.9%	-20.2%	-2.0	-1.4%	0.8%
Nc1nncn1C(=O)c1ccccc1Cl	-0.6%	9.9%	?	·	-3.5%	-9.1%	-15.9	-1.7%	-1.7%
Cc1ccc(C(=O)NCC(c2ccc3c(c2)OCO3)N2CCN(c3ccc(F)cc3)CC2)cc1 (stereo not drawn)	-5.7%	-4.4%[60.1 µM]	-2.3%	i	-2.0%	-8.4%	-26.5	·	0.3%
CCOC(=O)c1sc(NC(=O)CCN2CC(C)OC(C)C2)c(C(=O)OCC)c1C (stereo not drawn)	-3.3%	·	·	·	-5.6%	·	·	-1.6%	11.0%
C/C(=N\O)C(=O)Nc1ccccc1	-2.0%	14.3%	-8.5%	-2.1%	3.4%	-16.3%	-0.2	0.0%	10.6%
O=C(CNC1CCCCC1)Nc1ccc(S(=O)(=O)N2CCCCC2)cc1	-1.5%	6.4%	54.1%[activator]	i	?	-14.9%	-12.0	55.7%	2.8%
CC(NC(=O)C1CCN(S(=O)(=O)c2cccc3nonc23)CC1)c1ccccc1 (stereo not drawn)	-5.1%	-17.1%	-14.3%	1.8%	-1.2%	?	-15.2	-4.5%	?
Cc1cccc(OCC(=O)Nc2ccc(N3CCN(S(C)(=O)=O)CC3)cc2)c1	-0.4%	1.3%	28.9%	4.4%	-6.6%	?	3.1	-7.0%	37.3%
CCc1ccc(OCC(=O)NC(NC(=S)Nc2ccccc2OC)C(Cl)(Cl)Cl)cc1 (stereo not drawn)	3.9%	-11.2%	?	i	4.3%	-38.6%	-18.8	-2.9%	-1.9%[57.1 µM]
O=C(CSc1nnc2c(n1)[nH]c1ccc(F)cc12)OCc1ccccc1	-0.1%	-5.4%	4.7%	1.8%	-12.8%	1.5%	-7.7	-13.6%	?

Not all compounds are listed; rates above refer to the full screens.
